Assay outcomes as filed in PubChem BioAssay.
RmlCD inh mix: RmlC and RmlD coupled enzyme inhibitors, primary screen, biochemical, 384-well, compound mixtures, retest | RmlC/RmlD coupled enzyme inhibition, 384-well mixture HTS | inhibition, % at 5.5 µM | 110,000 compounds, 0.39% hits | AID 1532, 2009; in the data active = inhibition above about 30%, passing the limit was not always enough; inconclusive = no clear call, values can overlap the other calls; also: strong numbers were not always called active
RT RNaseH block: HIV-1 RT RNase H inhibitors, primary screen, biochemical, fluorescence; RT-RNase H RNA/DNA duplex cleavage; inhibition, % at 10 µM; 65,000 compounds, 1.9% hits; in the data active = inhibition above about 50%
Numbers without * were called inactive; ? = inconclusive; . = no result given. Some of the compounds tested; rates above refer to the full screens.

mol	RmlCD inh mix	RT RNaseH block
COC(=O)Oc1ccc(/C=N/NC(=O)CSCc2ccccc2Br)cc1OC	-10	.
COc1cc2c(C(=O)NCCCN3CCN(c4cccc(Cl)c4)CC3)cn(C)c(=O)c2cc1OC	-9	.
O=C1/C(=C/Nc2ccc3c(c2)OCO3)CCc2ccccc21	-6	-38
COc1cccc(NC(=O)CSc2nnc(CNC(=O)c3ccccc3)n2C)c1	-10	3
COCCn1c(C)cc(C(=O)CSc2ncn[nH]2)c1C	-9	1
CCC1c2ccc(C)n2CCN1C(=O)Nc1cc(Cl)ccc1OC (centres undefined)	-9	-23
CCCn1nnnc1SCC(=O)NCc1ccc2c(c1)OCO2	-6	2
Cc1nnc(SCC(=O)N(C(C)C)C(C)C)nc1C	4	-1

The closing 4 compounds of the part before come first, to join the parts.
mol	RmlCD inh mix	RT RNaseH block
COCCn1c(C)cc(C(=O)CSc2ncn[nH]2)c1C	-9	1
CCC1c2ccc(C)n2CCN1C(=O)Nc1cc(Cl)ccc1OC (centres undefined)	-9	-23
CCCn1nnnc1SCC(=O)NCc1ccc2c(c1)OCO2	-6	2
Cc1nnc(SCC(=O)N(C(C)C)C(C)C)nc1C	4	-1
CCc1ccc(N=CC23c4ccccc4C(c4ccccc42)C2C(=O)N(c4ccc(OC)cc4)C(=O)C23)cc1 (centres undefined)	1	.
CC(=O)NC1=NN(C(C)=O)C(C)(c2cccs2)S1 (centres undefined)	23	.
O=C(CS(=O)(=O)c1c[nH]c2ccccc12)NC1CCCCC1	-13	.
Cc1nnc(NC(=O)CSc2cn(CCNC(=O)c3ccccc3)c3ccccc23)s1	-12	-1
CC(C)(C)C(=O)NC1CCN(S(C)(=O)=O)CC1	-3	.
COc1ccc(OC)c(S(=O)(=O)Nc2ccccc2C(=O)O)c1	105	3
O=C1Nc2ccc(S(=O)(=O)N3CCCC3)c3ccc(S(=O)(=O)N4CCCC4)c1c23	5	-9
COc1ccccc1C/C(N)=N/OC(=O)COc1ccc2ccccc2c1	-13	.

Single records, from the list above.
Results for CC(=O)NC1=NN(C(C)=O)C(C)(c2cccs2)S1 (centres undefined) → RmlCD inh mix: 23; RT RNaseH block: .
Results for Cc1nnc(NC(=O)CSc2cn(CCNC(=O)c3ccccc3)c3ccccc23)s1 → RmlCD inh mix: -12; RT RNaseH block: -1
Results for O=C(CS(=O)(=O)c1c[nH]c2ccccc12)NC1CCCCC1 → RmlCD inh mix: -13; RT RNaseH block: .

Later entries
mol	RmlCD inh mix	RT RNaseH block
CSC1=NCCN1C(=O)COc1ccc2ccccc2c1	-9	-12
COCCNC(=O)CS(=O)(=O)Cc1nc(-c2ccc(C)cc2)oc1C	5	-10
COC(=O)c1cccc(NC(=O)CCCOc2ccccc2)c1	-16	.
CC1=NC(=O)C(N=Nc2cccc(O)c2)N1c1ccccc1 (centres undefined)	-25	.
COc1ccc(C(=O)Nc2c(F)c(F)c(F)c(F)c2F)c(OC)c1	-17	-9
O=C(Nc1ccccc1)[C@@H]1CC=C[C@@H]2CCN(Cc3ccccc3)C(=O)[C@@H]21	-16	.
Cc1c(Cl)cccc1Nc1nc(N)nc(CN2CCc3ccccc3C2)n1	-14	.
COc1ccc(C)cc1NC(=S)NNC(=O)c1ccccc1Cl	13	.

Additional entries
mol	RmlCD inh mix	RT RNaseH block
COc1cc(OC)c2c(-c3ccccc3)cc(=O)oc2c1C(CCN1CCCCC1)c1ccc(N(C)C)cc1 (centres undefined)	4	.
Cc1ccc2cc(C)c3nnc(SCC(=O)NCc4ccco4)n3c2c1	-10	-30
CCCc1ccc(-c2csc(NC(=O)Cc3cccs3)n2)cc1	-6	.
CCC(C)Oc1nc(C)cc(C)c1S(=O)(=O)c1ccccc1C (centres undefined)	10	.
COc1ccc(CNc2ccc(C(=O)O)cc2)cc1	6	-6
O=C(NCCN1CCN(C(=O)c2cccs2)CC1)c1cccs1	3	-2
O=c1c2cc3c(cc2[nH]c(=S)n1Cc1ccco1)OCO3	.	-8
CCn1c(COc2ccc(Cl)cc2)nnc1SCc1nc2ccccc2[nH]1	-7	.

Three compounds out of the list, sorted by heavy-atom count, high to low.
mol	RmlCD inh mix	RT RNaseH block
Cc1ccc2cc(C)c3nnc(SCC(=O)NCc4ccco4)n3c2c1	-10	-30
O=c1c2cc3c(cc2[nH]c(=S)n1Cc1ccco1)OCO3	.	-8
COc1ccc(CNc2ccc(C(=O)O)cc2)cc1	6	-6

Additional compounds:
mol	RmlCD inh mix	RT RNaseH block
COc1ccc(N2C(=O)CC(N3CCC(C(N)=O)CC3)C2=O)cc1 (centres undefined)	4	-1
COc1ccc(S(=O)(=O)NN=C2CCCC2)cc1	-1	.
COc1ccccc1-n1cnc2cc(NCc3ccco3)ccc21	4	-2
Cc1ccn2c(C(=O)N/N=C\c3ccccc3[N+](=O)[O-])c(C)nc2c1	-12	.
COc1ccc2c(c1)C(C1=C(O)CC(C)(C)CC1=O)C1=C(CC(C)(C)CC1=O)O2 (centres undefined)	-5	.
COC(=O)C1Cc2c([nH]c3ccccc23)CN1 (centres undefined)	7	-15
N#Cc1nc(-c2ccccc2F)oc1NCCc1ccccc1	0	.
Cc1ccc(NC(=O)/C(C#N)=C/c2cccs2)c(C)c1	5	.

(more compounds)
mol	RmlCD inh mix	RT RNaseH block
CC1(C)Nc2ccccc2N(CC(=O)N2CCCCC2)C1=O	-10	8
c1ccc(COc2nsnc2N2CCOCC2)cc1	-10	0
CON/C=C(\C=Nc1ccc(C(F)(F)F)cc1)c1ncc(C(F)(F)F)cc1Cl	5	.
COc1cc(C2=NOC(C(=O)N3CCCCCC3)C2)cc(OC)c1OC (centres undefined)	?	-6
COC(=O)c1oc2ccc(Br)cc2c1NC(=O)CCCN1C(=O)c2ccccc2C1=O	11	42
COc1cccc(Cn2nnc(C(=O)Nc3ccc(C)cc3)c2N)c1	5	-13
CC1(C)C2CCC1(C)C(OC(=O)CC(=O)O)C2 (centres undefined)	8	-7
Cc1cccc2cc(CN(CCN3CCOCC3)C(=O)Nc3ccccc3F)c(=O)[nH]c12	.	-5

Continued.
mol	RmlCD inh mix	RT RNaseH block
COc1ccc(-c2nc(=S)c3c(n2CCN2CCOCC2)CC(C)(C)OC3)cc1	-20	-4
CCC1=Nc2ccccc2NC2=C1C(=O)CCC2	2	8
O=C(NCC1CCCO1)C1CCC(CNS(=O)(=O)c2ccccc2)CC1 (centres undefined)	7	-6
Cc1cc(N)n2ncc(-c3ccc(Cl)cc3)c2n1	14	.
COc1ccc2c(C)cc(SCc3c(C)noc3C)nc2c1	-10	.
CCC/C=C(\CCC)C(NC(=O)c1ccc(C(=O)OC)cc1)c1ccc(C(=O)OC)cc1 (centres undefined)	3	.
CCSc1ccccc1C(=O)N1CCN(Cc2ccc3c(c2)OCO3)CC1	6	5
O=c1cc(-c2ccccc2)[nH]c2ccccc12	9	-6

New compounds follow.
mol	RmlCD inh mix	RT RNaseH block
COc1ccc(CCNC(=O)CSc2cn(Cc3cccc(C)c3)c3ccccc23)cc1OC	-12	.
COc1ccc2c(c1)C(NC(=O)C(F)(F)F)CC2=O (centres undefined)	7	.
CCCCn1c(O)c(C=NCCN2CCCCC2)c(=O)[nH]c1=O	10	5
Cc1nc2sc(C)c(C)c2c(=O)[nH]1	5	6
Cc1nc(N)nc(OCC(F)(F)C(F)F)c1Br	-4	.
CNC(=S)NNC(=O)Cc1ccccc1	2	.
CCCS(=O)(=O)c1c(S(=O)(=O)CCC)c2cnccn2c1C(=O)c1ccc(F)cc1	8	1
CCOC(=O)c1ccc(NC(=O)CN2CCN(CCN=CC3=C(O)CC(C)(C)CC3=O)CC2)cc1	-5	-2

Next section
mol	RmlCD inh mix	RT RNaseH block
O=C(CSc1c[nH]c2ccccc12)NCc1ccc2c(c1)OCO2	-15	.
Cc1cc(-c2cc(C(=O)NCc3ccccc3)on2)nc(NCC2CC2)n1	-2	.
CCOC(=O)Cn1c(=O)c2c(nc3n2CCCCN3c2ccc(OCC)cc2)n(C)c1=O	.	-19
Cc1no[n+]([O-])c1COc1ccccc1/C=C1\NC(=S)NC1=O	13	.
OCCN(CCO)c1nc(N2CCCCC2)c2nc(N(CCO)CCO)nc(N3CCCCC3)c2n1	.	-32
CCn1c(SCc2nc(-c3ccccc3)no2)nc2ccccc21	1	-35
Cc1cccc(N2CCN(S(=O)(=O)c3cnc[nH]3)CC2)c1C	-2	0
O=C(c1cn(-c2ccccc2)nc1-c1cccnc1)N1CCCCC1	1	-11

Following part
mol	RmlCD inh mix	RT RNaseH block
COc1ccc(C(=O)NC(=O)Nc2cc(C)ccn2)cc1	0	-20
Cc1ccc(S(=O)(=O)N2C3C=CC(C3)C2C(=O)O)cc1 (centres undefined)	12	-7
CCN1CCN(Cc2nc3c(c(=O)n(C)c(=O)n3C)n2Cc2cccc3ccccc23)CC1	-8	1
CC(=Nc1ccccc1)C1=C(O)CSC1=O	-3	.
COc1ccc(CC(=O)N2CCc3ccccc32)cc1	-19	.
Cc1ccc(C(=O)Oc2oc(-c3ccco3)nc2C=Nc2ccc(Cl)cc2)cc1	7	.
CSc1cccc(NC(=O)CN(Cc2ccc(Cl)cc2)S(C)(=O)=O)c1	5	.
O=C(Cn1cc2c(n1)CCCCC2)N1CCc2ccccc21	-9	-18

Next part:
Results follow in this order: RmlCD inh mix, RT RNaseH block
COC(=O)C1=C(C)N=C2SC(C)C(=O)N2C1/C=C/c1ccccc1OC (centres undefined)
→ -20, 1
CN1CCc2nc(N)c(C#N)c(-c3ccccc3)c2C1
→ -15, .
O=C1c2ccccc2C(=O)c2c1ccc1c(=O)n(C3CCCCC3)[nH]c21
→ -16, .
O=C(N/C(=C/c1cccs1)c1nc2ccccc2[nH]1)c1ccccc1
→ 10, .
C=CCn1c(C)c(C(C)=O)c(N2CCN(c3ccccc3)CC2)nc1=S
→ -18, .
Cc1cccc(-c2nnc(SCC(=O)NCc3ccc4c(c3)OCO4)n2C)c1
→ -11, .
CCCCc1nc2ccccc2c(NC(=O)CNC(C)(C)C)c1CCC
→ 9, .
COC(=O)C1C(c2ccc(Cl)cc2)NC(c2ccc(Cl)cc2)C(C(=O)OC)S1(=O)=O (centres undefined)
→ -11, .
CCOC(=O)Cc1csc(NC(=O)NC2(C(F)(F)F)Oc3cc(Cl)c(Cl)cc3O2)n1
→ -13, .
COc1cccc(C(=O)NCCN2CCOCC2)c1
→ -4, .
CC(C)CC(=O)N=C1SC2CS(=O)(=O)CC2N1CCc1ccccc1 (centres undefined)
→ -32, 0
Cc1ccccc1C(=O)N1CCC(C(=O)Nc2ccc(F)cc2)CC1
→ 13, 2
COc1cccc(N2CC(O)=C(c3nc4ccccc4c(=O)[nH]3)C2=N)c1
→ 9, -13
Cc1ccc(C(=O)NCC(C)(C)O)cc1
→ -8, -3
O=c1c2[nH]c3ccc(F)cc3c2ncn1CCCN1CCOCC1
→ 7, -11
Cc1ccc(C)c(NC(=O)CCn2nc(C)cc2C)c1
→ -2, 0
CNC(=O)c1ccc(-c2sc3nc(N4CCOCC4)c4c(c3c2N)CC(C)(C)OC4)o1
→ 5, .
CCOC(=O)N1CCC(NC(=O)c2cc3c(C)nc4ccccc4c3o2)CC1
→ 6, 0
CCOc1ccccc1NC(=O)C1Cc2ccccc2CN1S(C)(=O)=O (centres undefined)
→ 7, -6
COc1cc(C(=O)N(CCCO)Cc2cc3ccc(C)c(C)c3[nH]c2=O)cc(OC)c1OC
→ 25, -8

(continued)
Results follow in this order: RmlCD inh mix, RT RNaseH block
CN1C(C(=O)NCc2ccco2)CC2Cn3c(nc4cc5ccccc5cc43)C21 (centres undefined)
→ 9, .
CCn1c(NCc2cccs2)nc2ccccc21
→ 2, 1
O=C1Nc2ccccc2OC1CC(=O)N1CCOCC1 (centres undefined)
→ -9, 4
COc1cc(CC2COC(c3ccc(O)c(OC)c3)C2COC(C)=O)ccc1O (centres undefined)
→ 12, .
CCOc1ccc(NCc2nnc(SCC(=O)Nc3cc(C)on3)n2-c2ccccc2OC)cc1
→ 4, 16
CC1(C)Cc2c(sc3[nH]c(=S)n(Cc4ccccc4)c(=O)c23)CO1
→ -14, .
Cc1ccc(-c2c(C(=O)N3CCOCC3)oc(=O)c3ccccc23)cc1
→ 4, -8
COCCNS(=O)(=O)c1ccc(SC)cc1
→ -3, -8
CC(=O)N(c1ccccc1)c1nc(C)cc(C)c1C#N
→ -9, .
c1ccc(NC2=Nc3ccccc3CS2)cc1
→ 4, 0
Cc1c(O)c(=O)c2ccccc2n1C
→ ?, .
O=C(NC(NNc1ccc([N+](=O)[O-])cc1)(C(F)(F)F)C(F)(F)F)c1ccccc1Cl
→ 8, .
CCCCN(CC)C(=O)c1cccc(Cl)c1
→ -5, -35
Cc1ccc2nc(NC(=O)CSc3nc4c(c(=O)n3C)SC(C)C4)sc2c1 (centres undefined)
→ 10, 79*
CCOC(=O)c1cc2c(ccn2C)n1CC(=O)N1CCCC(C)C1 (centres undefined)
→ -9, .
C/C(=N\NC(=O)c1ccccc1C)c1cccc([N+](=O)[O-])c1
→ -1, .
O=C1NC(=O)C2(Cc3ccccc3N3CCCC32)C(=O)N1 (centres undefined)
→ -9, .
CCc1ccc(NC(=O)CCNS(=O)(=O)c2cccc3nonc23)cc1
→ -1, -20
COC(=O)c1ccc(C)c(NS(=O)(=O)c2ccc(NC(C)=O)cc2)c1
→ 5, -7
Cc1nc(-c2ccc(C(=O)O)cc2)cs1
→ 22, -10
CCOCCCNC(=O)C(NC(=O)c1ccc(=O)[nH]c1)c1ccccc1 (centres undefined)
→ -9, 2
Cn1c(CC(=O)Nc2ccccc2)nnc1SCC(=O)c1ccccc1
→ 4, 50*
N#Cc1nc(-c2ccccc2F)oc1NCCN1CCOCC1
→ 12, -21
